# Screening data (PubChem BioAssay)
# mouse EphA4 binding: inhibitors of EphA4 binding to KYL peptide, primary screen, biochemical, colorimetric, mouse EphA4 (AID 689) | hit rate 0.1% among 62,000 | inhibition, % at 10 µM; hits with a dose series show IC50 in µM | EphA4-AP binding to KYL peptide, pNPP A405; higher % means a stronger effect | Ephrin type-A receptor 4 (Mus musculus); in the data active = a potency from the dose series; inactive = the rest, 99 in 100 with inhibition below about 22%
# Starred values were filed as active, the others as inactive. A portion of the library; rates above refer to the full screens.
no.	SMILES	mouse EphA4 binding
1	COc1cccc(/C=C2/C(=O)ON=C2c2ccccc2)c1OC	-1%
2	COc1cc(NC(=O)COc2cccc(OC)c2)cc(OC)c1	-6%
3	COc1ccccc1NC(=O)Cc1coc2cc(C)ccc12	-11%
4	Cn1c2c(c(=O)[nH]c1=O)C(c1ccc(OCc3ccccc3)cc1)C1=C(N2)c2ccccc2C1=O (stereo unspecified)	-2%
5	O=C(NCc1ccccc1)N1CCN(c2ccc(Cl)c(Cl)c2)CC1	-5%
6	CCOc1cc(CN2CCN(c3cccc(C(F)(F)F)c3)CC2)ccc1O	-9%
7	CCOc1ccc(C(=O)Nc2cc(-c3nc4ccccc4s3)ccc2C)cc1Cl	-9%
8	O=c1c2ccccc2nc2c3ccccc3c3nncn3n12	-4%
9	CC1CCCCN1CCNC(=O)c1cc2c(=O)n(C)c3ccccc3c2n1C (stereo unspecified)	-7%
10	C#CCOC(=O)c1ccccc1C(=O)n1nnc2ccccc21	-3%
11	CCCc1nc2oc3c(OCC)ncnc3c2c2c1COC(C)(C)C2	-4%
12	CC(OC(=O)c1ccccc1NCc1ccco1)C(=O)Nc1ncc(Cl)cc1Cl (stereo unspecified)	-6%
13	O=C(c1ccc(F)cc1)C1CCN(C(=O)c2ccncc2)CC1	-20%
14	Cn1c2ccccc2c2c(C(=O)N3CCN(C(=O)c4ccco4)CC3)cn(C3CCCCC3)c(=O)c21	-3%
15	COc1ccc(CCNC(=O)Cn2c(-c3nonc3N)nc3ccccc32)cc1OC	-10%
16	O=C(Nc1cccc2ncccc12)c1ccc(-c2ccc(Br)cc2)o1	-11%
17	COc1cc(C2=NOC(C(=O)N3CCOCC3)C2)cc(OC)c1OC (stereo unspecified)	-12%
18	O=C(Nc1ccc2snnc2c1)N1CCN(c2ccccc2)CC1	-2%
19	Cc1cc(C(=O)OCC(=O)NCc2ccco2)c(C)n1-c1ccccc1	32%
20	O=C(O)CCC(=O)N1N=C(c2c(-c3ccccc3)c3cc(Cl)ccc3[nH]c2=O)CC1c1cccc([N+](=O)[O-])c1 (stereo unspecified)	-1%
21	Cc1c(Br)ccc(NC(=O)CCN2C(=O)C3C4CCC(C4)C3C2=O)c1C (stereo unspecified)	11%
22	Nc1ncnc(Nc2cccc(C(F)(F)F)c2)n1	-21%
23	O=C(NC1CC1)c1ccc(COc2ccc(F)cc2)o1	-8%
24	COc1ccccc1NC(=O)Cc1noc(CSc2nnc(C)s2)n1	2%
25	N#CC1=C(N)Oc2nc(-c3ccccc3)[nH]c2C1c1cccnc1 (stereo unspecified)	-11%
26	CCN1CCN(CC(=O)Nc2c(C(=O)OC)[nH]c3cccc(Cl)c23)CC1	-5%
27	COc1ccc(/C=c2\sc3nc(-c4ccc(Cl)cc4Cl)nn3c2=O)cc1	-11%
28	Cc1cc(C)n(-c2ccc(C(=O)Nc3nc4ccccc4s3)cc2)n1	1%
29	Cc1cc(-c2csc(N)n2)c(C)n1CCC(C)C	2%
30	COc1ccc(-c2cc(C(F)F)nc(-n3nc(C)cc3C)n2)cc1	-5%

# Ordered by heavy-atom count (rising): part of the list above
no.	SMILES	mouse EphA4 binding
22	Nc1ncnc(Nc2cccc(C(F)(F)F)c2)n1	-21%
10	C#CCOC(=O)c1ccccc1C(=O)n1nnc2ccccc21	-3%
18	O=C(Nc1ccc2snnc2c1)N1CCN(c2ccccc2)CC1	-2%
17	COc1cc(C2=NOC(C(=O)N3CCOCC3)C2)cc(OC)c1OC (stereo unspecified)	-12%
9	CC1CCCCN1CCNC(=O)c1cc2c(=O)n(C)c3ccccc3c2n1C (stereo unspecified)	-7%

# In the list so far, seven contain a furan ring, fused or not:
no.	SMILES	mouse EphA4 binding
3	COc1ccccc1NC(=O)Cc1coc2cc(C)ccc12	-11%
11	CCCc1nc2oc3c(OCC)ncnc3c2c2c1COC(C)(C)C2	-4%
12	CC(OC(=O)c1ccccc1NCc1ccco1)C(=O)Nc1ncc(Cl)cc1Cl (stereo unspecified)	-6%
14	Cn1c2ccccc2c2c(C(=O)N3CCN(C(=O)c4ccco4)CC3)cn(C3CCCCC3)c(=O)c21	-3%
16	O=C(Nc1cccc2ncccc12)c1ccc(-c2ccc(Br)cc2)o1	-11%
19	Cc1cc(C(=O)OCC(=O)NCc2ccco2)c(C)n1-c1ccccc1	32%
23	O=C(NC1CC1)c1ccc(COc2ccc(F)cc2)o1	-8%

# Other entries:
no.	SMILES	mouse EphA4 binding
31	CCOC(=O)c1cnn2c(C(F)(F)F)cc(-c3ccccc3)nc12	-19%
32	CCCCOc1cccc(C(=O)N(Cc2ccco2)C2CCS(=O)(=O)C2)c1 (stereo unspecified)	-17%
33	O=C(NCc1cccc(CNC(=O)c2ccco2)c1)c1ccco1	-4%
34	Cc1nn(-c2cc(N3CCOCC3)ccc2[N+](=O)[O-])c(=O)c2ccccc12	-10%
35	Cc1ccc(C(=O)O/N=C/c2c(Cl)n(C)c3ccccc23)cc1	0%
36	Cn1c(C(=O)NCc2ccc3c(c2)OCO3)cc2sccc21	0%
37	CC12CC3CC(C)(C1)CC(C(=O)NC1=NCCS1)(C3)C2	6%
38	CC1=CC(C)C(C(=O)O)C(C(=O)O)C1 (stereo unspecified)	12%
39	O=C(NCCCN1CCCC1=O)c1ccc(CNS(=O)(=O)c2ccc(F)cc2)cc1	-4%
40	CCOC(=O)C1=C(CC)NC2=C(C(=O)CC(C)(C)C2)C1c1ccc(Cl)cc1Cl (stereo unspecified)	14%
41	Cc1cc(C)n2ncnc2n1	4%
42	O=C(NCC1CCCO1)C1c2ccccc2C(=O)N1C1CCCCCCC1 (stereo unspecified)	-9%
43	CCOc1cc(S(=O)(=O)N2CCCCC2)ccc1Cl	4%
44	Fc1ccc(Cn2c(SCc3ccc(F)c(F)c3)nnc2C(F)(F)F)cc1	-11%
45	CCOC(=O)c1cc(Br)c(=O)n2ccccc12	1%
46	O=C(N1CCOCC1)C12CC3CC(C1)CC(c1ccccc1)(C3)C2	0%
47	Cc1cc([N+](=O)[O-])nn1Cc1ccccc1F	-8%
48	c1coc(Cn2c(SCc3nc4ccccc4[nH]3)nnc2-c2cccs2)c1	-26%
49	O=C1OC(c2ccccc2)=C/C1=C\N1CCOCC1	-1%
50	Cc1cc(C)c(OCC(=O)Nc2cccc([N+](=O)[O-])c2)c(C)c1	-2%
51	COC(=O)c1ccc(C)c(NC(=O)c2nn(C)c(=O)c3ccccc23)c1	-16%
52	Cc1ccc(Nc2nc(-c3c(C)nc4ccccn34)cs2)cc1	-5%
53	CC(=O)Nc1ccc(NC(=O)C/C(C)=N/NC(=O)C(=O)N2CCCC2)cc1	-2%
54	O=C(CCS(=O)(=O)c1cccc2nsnc12)N1CCN(c2ccccc2F)CC1	-6%
55	Cc1cc(/C=C2\SC(=S)NC2=O)c(C)n1C1CC1	9%
56	Nc1nc(Br)c2ccccc2c1-c1ccc(F)cc1	-13%
57	c1ccc(-c2noc(C(c3ccccc3)c3ccccc3)n2)cc1	6%
58	CCOC(=O)c1c(C)[nH]c(C(=O)Cn2nnc(-c3ccccc3)n2)c1C	-8%
59	O=C1CC(N2CCN(c3ccccc3)CC2)C(=O)N1CCc1ccccc1 (stereo unspecified)	-1%
60	O=C(NCCc1ccccc1)C1(c2ccccc2)CC1(Cl)Cl (stereo unspecified)	-14%

# Results in sequence from the entries so far.
# Compounds 45 to 52 in mouse EphA4 binding, in turn: 1%, 0%, -8%, -26%, -1%, -2%, -16%, -5%

# New compounds follow.
no.	SMILES	mouse EphA4 binding
61	Cc1cc([N+](=O)[O-])ccc1-c1ccc(C(=O)Nc2ccc(Cl)cc2)o1	-4%
62	Cc1nc(NC(C)c2ccccc2)c2c3c(sc2n1)CCC3 (stereo unspecified)	-6%
63	Cc1ccc(C(=O)N2CCN(c3ccc(Cl)cc3[N+](=O)[O-])CC2)cc1	4%
64	O=C(O)CC(C(=O)OCC1CCCO1)N1CCOCC1 (stereo unspecified)	-6%
65	COCCN(CCOC)Cc1cc(=O)oc2cc3c(cc12)CCC3	-20%
66	COc1ccc(Cl)cc1C(=O)N(Cc1nc(-c2cccc(C)c2)no1)C(C)C	12%
67	Cc1ccc2[nH]c(=O)c(-c3nc4cc(C)ccn4c3NCc3ccco3)cc2c1	-34%
68	CCc1ccc(NC(=O)N(CCN(C)C)C(C)c2cccnc2)cc1 (stereo unspecified)	0%
69	CC(C)Oc1ccc(CCc2n[nH]c(=S)n2Cc2ccccc2)cc1	-3%
70	CCOc1ccc(OCC)c(NC(=O)C2CCN(S(=O)(=O)c3cccc4nonc34)CC2)c1	-14%
71	COc1cc(-c2nnc(COC(=O)c3c4c(nc5ccccc35)CCCC4)o2)cc(OC)c1OC	-11%
72	CCC(SC1=N/C(=C/c2ccccc2OC)C(=O)N1c1ccccc1)C(=O)Nc1cc(C)on1 (stereo unspecified)	0%
73	Cc1cc(C)c(S(=O)(=O)N2CCN(C)CC2)c(C)c1	2%
74	C/C(=C\C(=O)c1ccc(F)cc1)NCc1ccc2c(c1)OCO2	-11%
75	COC(=O)c1nnn(CC(=O)Nc2cc(Cl)ccc2C)c1C(=O)OC	-9%
76	COc1cccc(OC)c1-c1nn2c(-c3cc(-c4ccccc4)n[nH]3)nnc2s1	-12%
77	O=C(NC(Cc1ccccc1)C(=O)O)/C(=C\c1ccco1)NC(=O)c1ccc(Br)cc1 (stereo unspecified)	2%
78	CC(C)(C)CC(C)(C)NC(=S)Nc1ccc2nc(-c3ccccn3)c(-c3ccccn3)nc2c1	23%
79	COc1cccc(C(=O)CSc2nc3ccccc3n2CC(=O)N2CCOCC2)c1	-6%
80	c1ccc(-c2noc(CSc3nc4ccccc4o3)n2)cc1	-6%
81	CC1CC(C)CN(CCCNC(=O)C2CCCN(c3nnc(N4CCCC4=O)s3)C2)C1 (stereo unspecified)	-16%
82	O=C(O)C1C(c2ccccc2)C(C(=O)N2CCOCC2)C1c1ccccc1 (stereo unspecified)	-6%
83	CCCN1C(=O)/C(=C2\SC(=S)N(CCC(=O)O)C2=O)c2ccccc21	-9%
84	COc1cc(/C=C2/SC(=S)N(CCC(=O)NC34CC5CC(CC(C5)C3)C4)C2=O)cc(OC)c1OC	7%
85	O=C(O)C1CC1c1ccc(Br)cc1 (stereo unspecified)	-7%
86	Cc1noc(/C=C/N(C)C)c1S(=O)(=O)N1CCCC(C(=O)Nc2ccc3c(c2)OCO3)C1 (stereo unspecified)	-11%
87	CCOC(=O)c1sc(C(=O)OCC)c(OCCO)c1OCCO	-8%
88	O=C(CN1CCN(S(=O)(=O)c2ccc(Br)cc2)CC1)Nc1ccc2c(c1)OCO2	-10%
89	CCC(Sc1nc2c(cnn2-c2ccccc2)c(=O)[nH]1)C(=O)OC (stereo unspecified)	-3%
90	O=C(COC(=O)c1ccccc1Nc1ccccc1)NCc1ccco1	4%
91	CCCCOC(=O)c1cccc(C(=O)O)n1	-10%
92	Cc1cc(C(=O)N(C)Cc2ccc(Br)cc2)no1	-2%
93	O=C(NCCc1ccc(Cl)cc1)C1CCC(=O)N1Cc1ccccc1Cl (stereo unspecified)	-9%
94	Cc1ccc(C(=O)N/C(=C\c2ccc(Cl)cc2)C(=O)NCCCN2CCOCC2)cc1	-11%
95	CCCCNC(=O)c1onc(CSc2ccc(C(C)C)cc2)c1C(=O)O	-6%
96	Cc1nc(SCc2nc3ccccc3[nH]2)c2oc3ccccc3c2n1	-8%
97	CC(=O)Nc1sc2c(c1C(c1ccc(Cl)cc1)N1CCOCC1)CCCC2 (stereo unspecified)	0%
98	CCN1C(=O)/C(=c2\o/c(=C3\C=Cc4ccccc4N3CC)c(=O)n2CC)SC1=S	0%
99	Cc1ccc(CCN2CC(C(=O)NCCCN(C)Cc3ccccc3)CC2=O)cc1 (stereo unspecified)	-1%
100	CC1(C)CC(=O)C2=C(C1)NC(=O)CC2c1ccccc1F (stereo unspecified)	-18%
101	Cn1c(SCC(=O)c2ccccc2)nnc1-c1cnccn1	-10%
102	Cc1oc(-c2ccccc2F)nc1CN1CCC(C(=O)NC2CC2)CC1	-5%
